CCR6 antagonist: antagonists of human CCR6 receptor. P51684. inhibition, % at 20 µM. AID 493098. 0.49% of 340,000 active. CHO-K1 CCR6 PathHunter beta-arrestin, luminescence, CCL20-stimulated;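 active means compounds whose inhibition of the agonist-driven luminescence signal at 20 µM reaches about 50%, limit read from the data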;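 further: cells stimulated with CCL20 at 14 nM final; plate controls were DMSO with CCL20 for no effect and DMSO without agonist for full effect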
Target sequence (P51684 whole entry, looked up): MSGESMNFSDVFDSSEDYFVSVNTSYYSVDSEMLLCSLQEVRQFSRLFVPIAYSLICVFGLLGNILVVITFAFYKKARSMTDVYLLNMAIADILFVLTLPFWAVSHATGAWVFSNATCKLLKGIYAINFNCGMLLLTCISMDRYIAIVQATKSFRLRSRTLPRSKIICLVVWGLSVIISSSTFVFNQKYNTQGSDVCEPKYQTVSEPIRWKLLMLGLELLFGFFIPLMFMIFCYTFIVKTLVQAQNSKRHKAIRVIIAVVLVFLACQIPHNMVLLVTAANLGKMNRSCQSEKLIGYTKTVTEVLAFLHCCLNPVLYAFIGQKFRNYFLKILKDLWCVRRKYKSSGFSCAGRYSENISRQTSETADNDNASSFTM
tim23-1 inh: growth inhibitors of tim23-1 mutant yeast. S. cerevisiae tim23-1 growth, BacTiter-Glo luminescence, 24 h. inhibition, % at 20 µM. 1.3% of 330,000 active;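 active means growth inhibition of the mutant yeast at or above 50%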;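 further: temperature-sensitive mutant grown at 25 °C; plate controls were DMSO-treated mutant yeast for no effect and medium wells lacking yeast for full effect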
Mdm2 MdmX PPI: human Mdm2/MdmX binding inhibition; O15151+Q00987; inhibition, % at 8 µM; SaOS-2 split-luciferase Mdm2/MdmX complementation, luminescence; 3% of 330,000 active; AID 485346;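 active means inhibition of at least 50% at 8 µM in the primary screen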
CXCR6 inh: inhibitors of human CXCR6 receptor; O00574; CHO-K1 PathHunter CXCR6 beta-arrestin, luminescence; inhibition, % at 20 µM; 0.36% of 360,000 active; in the data active means inhibition above about 34%, passing the limit was not always enough;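 further: antagonist mode with CXCL16 agonist at 10 nM final; 0% = 10 nM CXCL16 with DMSO and 100% = unstimulated wells without agonist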
Target sequence (O00574 whole entry, looked up): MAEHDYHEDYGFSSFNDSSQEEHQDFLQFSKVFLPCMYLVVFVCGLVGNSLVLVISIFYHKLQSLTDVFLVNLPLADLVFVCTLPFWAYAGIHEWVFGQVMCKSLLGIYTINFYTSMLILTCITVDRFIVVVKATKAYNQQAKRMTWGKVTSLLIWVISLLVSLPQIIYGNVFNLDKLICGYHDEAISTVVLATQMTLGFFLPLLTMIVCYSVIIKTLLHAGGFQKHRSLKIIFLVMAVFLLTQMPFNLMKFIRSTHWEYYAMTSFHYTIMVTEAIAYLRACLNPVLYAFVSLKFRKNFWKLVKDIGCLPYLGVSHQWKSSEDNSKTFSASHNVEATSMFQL
APJ antag: blocks the human apelin receptor APJ | P35414 | AID 2521 | 0.32% of 330,000 active | inhibition, % at 20 µM | CHO-K1 APJ beta-arrestin complementation, luminescence;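 active means inhibition above about 40% at 20 µM, limit read from the data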;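 further: cells challenged with 10 nM apelin-13 agonist together with compound; plate controls were apelin-13 plus DMSO wells for no effect and DMSO wells lacking apelin-13 for full effect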
XBP1 UPR activ: adaptive UPR (XBP1) activation | CHO-XBP1 luciferase reporter, IRE1-XBP1 UPR activation, luminescence; percent of tunicamycin response, DMSO as zero | 0.33% of 330,000 active | activation, % at 20 µM;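 active means versus positive control, 20 µM dose yields 30% or more activation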;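 further: 100% = tunicamycin at 10 µg/mL and 0% = DMSO only wells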
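Assay system: CHO-XBP1 luciferase reporter cells; Schedule: 6 h treatment, 37 °C; Detection: glow luminescence from Steady-Glo reagent; Benchmarks: high control tunicamycin 10 µg/mL final, low control DMSO vehicle only.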
UPR CHOP act: activators of apoptotic arm of unfolded protein response (CHOP); 0.34% of 330,000 active; CHO-CHOP luciferase reporter, UPR activation, luminescence; percent of tunicamycin response over DMSO baseline; AID 449763; activation, % at 10 µM;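 active means at 10 µM dose, activation of 40% or more, normalized to positive control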;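 further: 100% = tunicamycin at 10 µg/mL and 0% = DMSO alone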
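Evaluation: % reporter activation, DMSO baseline versus tunicamycin full activation; System: CHO-CHOP luciferase reporter cell line; Input: 500 cells/well; Incubation: 6 h compound treatment, 37 °C; Measured by: Steady-Glo luciferase luminescence; Dosing: one dose, 10 µM in 0.5% DMSO; Buffer or medium: F12 medium, 10% FBS; Benchmarks: positive tunicamycin 10 µg/mL, negative DMSO alone.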
APJ agonist: APJ receptor agonism | 0.11% of 330,000 active | P35414 | CHO-K1 APJ PathHunter beta-arrestin, luminescence; 0% DMSO wells, 100% apelin | activation, % at 20 µM;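 active means activation more than six SD over the plate average, tested at 20 µM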;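 further: 0% = DMSO alone and 100% = apelin-13 at 10 nM; some results filed as inactive read as strong as hits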
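Assay system: engineered CHO-K1 APJ arrestin reporter cells; Amount: 1000 CHO-K1 reporter cells seeded per well; Dosing: one dose, 20 µM compound, 1% DMSO; Times: compound stimulation 90 min at 25 °C, detection 60 min; Measured by: luminescent beta-gal fragment complementation, chemiluminescent substrate; Read-out: APJ–arrestin association signal; Controls: DMSO vs Apelin-13 10 nM.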
EBI2 antag: antagonists of human EBI2 receptor; EBI2 beta-arrestin recruitment, luminescence, 7a,25-OHC stimulated; inhibition, % at 5 µM; 0.81% of 360,000 active; in the data active means inhibition above about 38%;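 further: enzyme fragment complementation signal reports receptor beta-arrestin coupling in cells; 0% = agonist plus DMSO wells and 100% = wells without agonist; some results beyond the cut were filed as inactive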
Target sequence (P32249 whole entry, looked up, the tested form may be a part): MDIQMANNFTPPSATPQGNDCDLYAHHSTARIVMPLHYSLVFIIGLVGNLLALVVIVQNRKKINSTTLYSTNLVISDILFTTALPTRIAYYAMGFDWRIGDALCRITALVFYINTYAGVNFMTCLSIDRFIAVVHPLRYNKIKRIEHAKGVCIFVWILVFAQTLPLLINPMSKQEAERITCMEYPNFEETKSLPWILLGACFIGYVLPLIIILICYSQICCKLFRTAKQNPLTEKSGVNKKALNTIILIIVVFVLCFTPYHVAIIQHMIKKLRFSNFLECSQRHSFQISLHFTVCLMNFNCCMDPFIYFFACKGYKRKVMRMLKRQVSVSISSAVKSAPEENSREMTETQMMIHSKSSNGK
* hit, by the source's call; / = no result given. A portion of the library, so the mix of outcomes need not match the whole.

No.	canonical_smiles	CCR6 antagonist	tim23-1 inh	Mdm2 MdmX PPI	CXCR6 inh	APJ antag	XBP1 UPR activ	UPR CHOP act	APJ agonist	EBI2 antag
1	CC1CCCCC1NC(=O)CCCCCn1c(=S)[nH]c2ccsc2c1=O (stereo unspecified)	17	5	11	1	12	-2	-0.2	-6	6
2	COc1ccccc1-n1cnc2cc(NS(=O)(=O)c3ccc(Br)cc3)ccc21	23	14	27	-11	-10	0	1.0	-1	23
3	CCOc1cccc(/C=C/c2ccc3cccc(O)c3n2)c1O	49	32	67*	24	12	7	10	-6	8
4	Cc1ccc(C(=O)Nc2ccc(O)cc2C(=O)O)cc1	-8	8	31	-8	11	-2	-0.4	-5	-4
5	COCCCNC(=O)Cn1c(=O)n(Cc2ccc(C(=O)NCCc3ccc(OC)c(OC)c3)cc2)c(=O)c2ccccc21	5	0	10	-4	-2	-1	1.7	-3	0
6	CCOC(=O)c1cnc(-n2nc(C)cc2C)nc1Nc1cccc(C(C)=O)c1	-1	22	16	4	0	3	-2.8	-2	-4
7	O=C(COC(=O)CNC(=O)c1sc2ccccc2c1Cl)NC1CCS(=O)(=O)C1 (stereo unspecified)	-4	19	14	-10	-67	-2	0.3	7	-16
8	CN(C)c1ccc(/C=N/NC(=O)c2ccc(NC(=O)c3ccccc3)cc2)cc1	2	11	57*	-1	-12	189*	5.0	3	6
9	Cc1cccc(C(=O)N(C)c2nnc(-c3ccncc3)s2)c1	6	-9	-33	1	-6	-2	-1.0	7	-5
10	CC(=O)Nc1ccc(NC(=S)NC(=O)c2ccc(-c3ccccc3)cc2)cc1	2	8	12	-1	9	2	2.7	0	35
11	NC(=O)c1ccc(NC(=O)COC(=O)c2ccccc2Nc2ccccc2)cc1	-3	4	-7	-8	-13	0	-2.3	-2	-6
12	CC(=O)Nc1ccc(C(=O)N/N=C/c2ccccc2OCc2ccccc2)cc1	-3	5	25	9	-11	1	1.5	0	-30
13	CNC(=O)c1cc(C(=O)c2ccc(F)cc2Cl)c[nH]1	4	-7	-8	-2	18	-4	0.0	0	-10
14	Clc1ccc(NC2=NCCCCC2)cc1	21	12	-5	-5	10	-1	0.9	-1	7
15	CC(C)CN(C(=O)CN1C(=O)NC2(CCc3ccccc32)C1=O)C1CCS(=O)(=O)C1 (stereo unspecified)	2	-11	3	2	-29	0	-0.2	-3	3
16	C=CCC[C@@H](Cc1ccc(F)cc1)C(=O)OC[C@@H](Cc1c[nH]c2ccccc12)NC(=O)[C@H](CC=C)CC(=O)N(CCO)Cc1ccccc1	-8	5	94*	13	-19	-2	21	2	15
17	C=CCN=C1S/C(=C\c2ccc(Cl)cc2)C(=O)N1CC=C	24	28	30	4	-9	5	3.4	-2	15
18	CCOC(=O)c1c(C)c(C(=O)NCCN2CCOCC2)c(C)n1C	-8	5	-3	-1	12	-1	0.0	-3	-5
19	Cc1cccc2cc(CN(Cc3ccccc3)C(=O)N(C)C)c(=O)[nH]c12	30	18	2	-2	2	2	2.2	1	-5
20	Cc1cc(=O)[nH]c(SCC(=O)NCC2CCCCC2)c1C#N	-4	4	3	1	11	5	-0.4	-3	-11
21	Cc1ccc(N(C(=O)Nc2ccccc2)C2=NCC(C)S2)cc1 (stereo unspecified)	16	13	-15	2	-1	3	1.8	-5	-3
22	Cc1ccccc1NC(=O)CSc1[nH]c(=O)cc(C)c1C#N	-5	3	8	-1	-16	-1	0.6	-4	-6
23	CCOc1cc(/C=N/n2cnnc2)cc(Br)c1O	11	12	12	0	4	-3	-1.2	-3	-10
24	Cc1cc(NC(=O)c2ccc3c(c2)C(=O)N(c2cccc(C)c2C)C3=O)no1	22	6	5	-2	18	-7	0.0	-2	1
25	Cc1cc(C)cc(C(=O)NCC(=O)OCC(=O)NCc2ccco2)c1	4	1	10	-6	0	-1	0.9	-1	-5
26	O=S1(=O)CCOC[C@H](Cc2ccccc2)N1Cc1cccc(Cl)c1	9	26	9	0	8	2	-0.1	7	8
27	Cc1nn(-c2ccccc2)c(C)c1NC(=O)COC(=O)c1ccccc1OC(F)F	4	1	24	1	16	-4	0.1	1	-6
28	COc1cc(C(=O)NNC(=O)c2ccc3c(c2)OCCO3)cc(OC)c1OC	13	6	11	-2	-3	-2	-1.1	-2	-8
29	Cc1oc2ccccc2c1-c1cn2c(n1)SCC2	2	11	-12	2	-2	5	2.2	-4	1
30	CC(C)(C)c1ccc(S(=O)(=O)NNC(=O)c2cc3ccccc3[nH]2)cc1	0	23	-63	6	9	-1	5.9	3	19

Mdm2 MdmX PPI, hit marks shown above.
| nr | Molecule | CCR6 antagonist | Mdm2 MdmX PPI | CXCR6 inh | APJ antag | XBP1 UPR activ | EBI2 antag |
| --- | --- | --- | --- | --- | --- | --- | --- |
| 3 | CCOc1cccc(/C=C/c2ccc3cccc(O)c3n2)c1O | 49 | 67* | 24 | 12 | 7 | 8 |
| 8 | CN(C)c1ccc(/C=N/NC(=O)c2ccc(NC(=O)c3ccccc3)cc2)cc1 | 2 | 57* | -1 | -12 | 189* | 6 |
| 16 | C=CCC[C@@H](Cc1ccc(F)cc1)C(=O)OC[C@@H](Cc1c[nH]c2ccccc12)NC(=O)[C@H](CC=C)CC(=O)N(CCO)Cc1ccccc1 | -8 | 94* | 13 | -19 | -2 | 15 |

(listing goes on)
No.	canonical_smiles	CCR6 antagonist	tim23-1 inh	Mdm2 MdmX PPI	CXCR6 inh	APJ antag	XBP1 UPR activ	UPR CHOP act	APJ agonist	EBI2 antag
31	Cc1ccc(-c2c(C(=O)O)c3ccccc3[nH]c2=O)cc1	3	-2	5	-2	-15	-1	-0.9	-3	-3
32	CCOC12CC(C)(C)CC(C)(CC3=C1C(=O)CC(C)(C)C3)C2 (stereo unspecified)	-8	34	20	2	7	5	-0.4	-3	1
33	CCS(=O)(=O)c1nc(S(=O)(=O)c2ccc(Cl)cc2)c(N2CCN(C)CC2)s1	20	-1	5	-3	2	-4	1.7	-2	-1
34	CCOc1ccc(NC(=S)NC(=O)/C=C/c2ccc(OC)cc2)c([N+](=O)[O-])c1	14	0	21	8	2	-1	1.4	3	-10
35	O=C(C1=C[C@@H](c2csc3ccccc23)C[C@@H](OCc2ccc(CO)cc2)O1)N1CCN(Cc2ccccc2)CC1	2	46	33	5	-7	0	0.5	14	33
36	CCOC(=O)CCn1cc(F)c(=O)[nH]c1=O	-1	18	-25	-2	-13	-2	1.0	1	-2
37	CC1(C)Cc2c(c(N3CCOCC3)nc3snc(N)c23)CO1	8	49	83*	13	-3	-3	-2.8	4	0
38	Cc1sc2ncnc(SCc3ccc(C(=O)O)cc3)c2c1C	10	31	13	-2	13	1	-1.9	-3	-19
39	CCN(CC)CCn1c(=S)[nH]c2cc3c(cc2c1=O)OCO3	2	32	-12	4	-6	-1	0.3	-4	-1
40	CCOC(=O)CSc1ncc(OC)c(=O)[nH]1	7	4	4	-2	7	-1	-0.3	2	-7
41	C#CCOc1ccc(/C=C2\SC(=S)N(Cc3cccnc3)C2=O)cc1	9	-11	60*	9	10	0	0.4	4	-11
42	Cc1ccccc1NC(=O)CC1C(=O)Nc2ccccc2N1CC(=O)N(C)C1CCS(=O)(=O)C1 (stereo unspecified)	5	14	-5	3	5	-1	1.5	-3	2
43	CC(=O)N/C(=N/c1nc(C)cc(C)n1)Nc1ccc(F)cc1F	5	12	1	2	11	-1	0.8	-4	-6
44	COc1ccc2nc(-n3c(C)ccc3C)sc2c1	9	-2	20	-3	1	0	2.6	-3	4
45	CCC(=O)Nc1nn(C)c2nc3c(C)cccc3cc12	-12	31	18	3	2	-3	-0.8	-2	-3

3 of the entries above in order of their number in CXCR6 inh, lowest first.
No.	SMILES	CXCR6 inh
40	CCOC(=O)CSc1ncc(OC)c(=O)[nH]1	-2
43	CC(=O)N/C(=N/c1nc(C)cc(C)n1)Nc1ccc(F)cc1F	2
39	CCN(CC)CCn1c(=S)[nH]c2cc3c(cc2c1=O)OCO3	4

Back to the main list; the 2 compounds before the break are reprinted first.
No.	canonical_smiles	CCR6 antagonist	tim23-1 inh	Mdm2 MdmX PPI	CXCR6 inh	APJ antag	XBP1 UPR activ	UPR CHOP act	APJ agonist	EBI2 antag
44	COc1ccc2nc(-n3c(C)ccc3C)sc2c1	9	-2	20	-3	1	0	2.6	-3	4
45	CCC(=O)Nc1nn(C)c2nc3c(C)cccc3cc12	-12	31	18	3	2	-3	-0.8	-2	-3
46	Cc1cc(C(=O)COC(=O)CNC(=O)c2ccccc2)c(C)n1CC1CCCO1 (stereo unspecified)	2	-2	25	-2	11	-6	-7.0	0	-1
47	Cc1ccc(NC(=O)CSCc2cc(=O)n3cc(C)sc3n2)c(C)c1	3	14	18	9	-12	-4	0.8	-2	-2
48	O/N=C1/CCSc2ccccc21	-9	2	26	-11	-3	-1	-3.4	-4	3
49	CN(Cc1nc2ccccc2n1C)S(=O)(=O)c1ccc(Cl)cc1	3	-3	-18	3	-5	-4	1.1	-1	3
50	O=C(Nc1cccc(F)c1)NC1(C(=O)N2CCC(O)CC2)CCCCC1	3	-2	-6	3	9	-6	-0.5	-1	9
51	Cc1cc2oc(=O)cc(-c3ccccc3)c2c(C)c1-c1ccc(OC(F)(F)F)cc1	14	21	14	0	/	-1	0.3	/	11
52	CCc1cccc(CC)c1NC(=O)c1ccccc1	4	4	-1	10	6	-2	-0.4	-2	-2
53	COc1cc(C(=O)N[C@H](C(=O)Nc2nnc(C3CC3)s2)C(C)C)cc(OC)c1OC	10	-2	10	4	0	0	-2.2	1	-6
54	CCN(Cc1ccccc1)C(=O)COC(=O)c1cc(S(=O)(=O)Nc2ccccc2OC)ccc1O	12	25	-15	-8	-5	-4	0.7	-2	12
55	O=S(=O)(c1cccs1)N1CCN(CCOc2ccccc2)CC1	7	6	14	2	-44	-1	1.3	-5	8
56	O=C(NC1CCCCCCC1)C1c2ccccc2C(=O)N1Cc1ccco1 (stereo unspecified)	7	12	-5	3	18	-1	-1.7	-5	-6
57	CCOC(=O)C1=C(C)N(CCCC(=O)O)C(=O)NC1c1ccc(C(F)(F)F)cc1 (stereo unspecified)	/	-7	-2	/	14	-1	-0.2	-3	/
58	CC1=NN(C(=O)c2ccco2)C(O)(c2ccccc2)C1 (stereo unspecified)	20	3	-26	6	2	1	0.6	1	7
59	O=C(CSc1nnc(C2CCCCC2)o1)N1CCCCC1	11	9	1	-8	11	1	5.2	-6	-9
60	CCOc1ccc(S(=O)(=O)Nc2cccc(C(=O)N3CCN(C(C)=O)CC3)c2)cc1	7	8	-11	-4	17	-2	0.8	-2	1

From PubChem BioAssay
